# Bioassay records: PubChem BioAssay, National Center for Advancing Translational Sciences (NCATS)
# TRHR ag – activates the human TRH receptor; P34981; TRHR cells, calcium flux fluo-8, FDSS agonist mode; activation, % at 2 µM; actives 0.18% (n = 360,000); in the data active means activation above about 30%; further: 0% is about no effect
# Target sequence (P34981 whole entry, looked up): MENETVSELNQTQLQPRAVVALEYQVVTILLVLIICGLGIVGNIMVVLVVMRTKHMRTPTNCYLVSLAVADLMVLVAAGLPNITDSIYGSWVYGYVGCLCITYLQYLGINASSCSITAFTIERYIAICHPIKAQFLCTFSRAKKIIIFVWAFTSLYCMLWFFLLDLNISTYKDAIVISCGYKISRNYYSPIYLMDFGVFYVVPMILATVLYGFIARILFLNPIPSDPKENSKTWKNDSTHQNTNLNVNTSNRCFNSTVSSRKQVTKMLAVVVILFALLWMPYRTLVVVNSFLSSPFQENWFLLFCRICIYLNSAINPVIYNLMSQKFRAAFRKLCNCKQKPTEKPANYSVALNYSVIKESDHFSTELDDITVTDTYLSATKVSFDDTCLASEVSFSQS
#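 Fluo-8-loaded TRHR cells; 10 s baseline, compound added, kinetic Ca2+ fluorescence read 1/s, agonist mode.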
# D2 antagonist – antagonists of human D2 dopamine receptor; P14416; HEK293 TREx D2 cells, calcium flux, dopamine EC80; inhibition, % at 10 µM; actives 2% (n = 340,000); AID 485344; in the data active means inhibition above about 30%; further: 0% is about no effect
# Target sequence (P14416 whole entry, looked up): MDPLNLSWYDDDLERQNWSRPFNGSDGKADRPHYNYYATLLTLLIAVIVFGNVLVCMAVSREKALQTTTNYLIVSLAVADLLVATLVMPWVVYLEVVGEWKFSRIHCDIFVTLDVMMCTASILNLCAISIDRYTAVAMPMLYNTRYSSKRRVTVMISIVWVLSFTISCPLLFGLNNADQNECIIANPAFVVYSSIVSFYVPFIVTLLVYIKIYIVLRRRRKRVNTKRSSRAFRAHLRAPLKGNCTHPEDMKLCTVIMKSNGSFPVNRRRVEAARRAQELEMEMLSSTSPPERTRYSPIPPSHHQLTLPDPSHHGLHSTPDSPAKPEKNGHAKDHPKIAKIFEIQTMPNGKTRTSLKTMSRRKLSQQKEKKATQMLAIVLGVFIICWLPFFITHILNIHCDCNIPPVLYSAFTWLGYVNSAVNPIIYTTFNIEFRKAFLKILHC
#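 Cells plated overnight at 30 C with tetracycline; no-wash calcium dye, 30–90 min RT; 10 s baseline; compound pinned; 180 s read; EC80 dopamine added; another 180 s read.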
# USP1 inh – USP1/UAF1 (human) deubiquitinase inhibition; recombinant USP1/UAF1, Ub-Rhodamine cleavage fluorescence; Potency, µM (titrated, usually from 57.1 µM), inactives show at the top dose activity change, negative = inhibition, most hits filed as inhibitors; O94782; actives 0.23% (n = 390,000); further: potency means the concentration at half of the fitted maximal effect; on the % scale 0 is the no-effect control and ±100 the full control effect; nearly all actives have a fitted effect of over 60% in size; inactives centre near -12
#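 USP1/UAF1 complex at 1 nM was preincubated with compound for 15 min at room temperature, then Ub-Rho substrate (150nM final) was added. Fluorescence (480/540 nm) was read kinetically, 6 reads every 60 seconds.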
# D2 agonist – D2 dopamine receptor (human) agonism | activation, % at 2 µM | actives 0.53% (n = 340,000) | HEK293 T-REx D2 cells, calcium flux agonist mode;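 active means activation over 3 SD above normal in the single-dose calcium agonist read, cut at about 30% in these data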; further: 0% is about no effect
#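 Calcium-flux readout, 1 cycle/sec over 180 s following compound pin transfer, in inducible HEK293 Trex D2 cells (force-coupled); dopamine controls included. Positive calcium responses during this window marked compounds as potential agonists.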
# IDH1 R132H inh – human IDH1 R132H inhibition. IDH1-R132H enzyme, NADPH consumption, diaphorase/resazurin fluorescence. Potency, µM (highest dose often 76.6 µM), without a hit: at the highest dose activity change, negative = inhibition, actives largely listed as inhibitors. AID 602179. actives 0.093% (n = 390,000); further: potency means the concentration at half of the fitted maximal effect; on the % scale 0 is the no-effect control and ±100 the full control effect; nearly all actives have a fitted effect of over 65% in size
#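 IDH1-R132H (0.5 ug/mL dispensed) in pH 7.5 Tris buffer was preincubated 30 min with compound, then given a substrate mix of 0.016 mM NADPH and 2 mM alpha-KG for 80 min at room temperature; remaining NADPH was read by diaphorase/resazurin fluorescence.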
# TrxR1 substrate – rat thioredoxin reductase 1 substrate activity; actives 0.01% (n = 390,000); O89049; Potency, µM (highest dose often 114 µM), for inactives: top-dose activity change, negative = substrate turnover; purified TrxR1 substrate turnover, NADPH consumption readout; further: potency means the concentration at half of the fitted maximal effect; on the % scale 0 is the no-effect control and ±100 the full control effect; nearly all actives have a fitted effect of over 50% in size
#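 Rat TrxR1, dispensed at 90 nM, was prereduced with 400 uM NADPH (final) for 5 min at ~22 deg C, then incubated with compound 15 min before 400 uM selenite. A first-read NADPH fluorescence drop versus no-compound background flagged substrates.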
# rTrxR1 inhibitor – rat TrxR1 inhibition; O89049; recombinant rTrxR1, NADPH fluorescence consumption, selenite substrate; Potency, µM (titrated, usually from 114 µM), for inactives: top-dose activity change, negative = inhibition, hits mostly inhibitors; actives 1% (n = 390,000); further: potency means the concentration at half of the fitted maximal effect; on the % scale 0 is the no-effect control and ±100 the full control effect; nearly all actives have a fitted effect of over 65% in size
#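 Rat TrxR1 (90 nM in the dispensed reagent) was pre-reduced with 400 uM NADPH for 5 min at room temperature, then incubated with compound for 15 min. After 400 uM selenite was added, NADPH fluorescence (Ex 340/Em 450 nm) was followed for 8 min.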
# TRHR enhancer – allosterically enhances the human TRH receptor; P34981; TRHR cells, fluo-8 calcium fluorescence, EC20 TRH enhancement; enhancement, % at 2 µM; actives 0.66% (n = 360,000); in the data active means enhancement above about 30%; further: 0% is about no effect
#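 TRHR-expressing cells loaded with fluo-8 calcium dye were read kinetically (ex 480/em 530) during compound addition, then stimulated with an EC20 of TRH (10 nM final). Enhancement of the Gq-mediated intracellular calcium response was scored.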
# Pin1 inh – human Pin1 inhibition; Pin1 FP peptide displacement, HiFluor488, 10 min; Potency, µM (top dose mostly 115 µM), inactives show at the highest dose activity, negative = inhibition, hits mostly inhibitors; actives 0.009% (n = 390,000); active means well fitted inhibition curve with a large enough effect in the polarisation, with a control signal flat, not every such curve was filed as active; inconclusive means small, poorly fitted or top-dose-only effect, or effect the other way, or a change in a side signal; inactive means no such curve, though single readings can be large or run the other way; the % refers to the polarisation; further: potency means the concentration at half of the fitted maximal effect; on the % scale 0 is the no-effect control and ±100 the full control effect
# Target sequence (Q13526 whole entry, looked up): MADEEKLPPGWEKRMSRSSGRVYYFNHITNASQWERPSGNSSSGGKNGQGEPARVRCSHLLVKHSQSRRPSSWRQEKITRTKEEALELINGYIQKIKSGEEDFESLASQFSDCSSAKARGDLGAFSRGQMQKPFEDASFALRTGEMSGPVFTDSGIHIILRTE
# Numbers without * were called inactive; ? = inconclusive; / = no result given; [ ] = remark or other dose. Unless noted, the call rests on the fitted dose curve; in most records, active means well fitted inhibition curve with a large enough effect; inconclusive means small, poorly fitted or top-dose-only effect; inactive means no such curve, though single readings can be large or run the other way.
1) C=CCn1c(O)c(C=Nc2ccc(CN3CCCCC3)cc2)c(=O)[nH]c1=S
2) COc1ccc(C(=O)OC(C(=O)c2ccc(C)cc2)c2ccccc2)cc1 (centres undefined)
3) CC(=O)/C(=N\Nc1ccc(Cl)cc1Cl)Sc1cccc2cccnc12
4) Cc1sc2ncn(CC(=O)Nc3ccc(C(F)(F)F)cc3)c(=O)c2c1S(=O)(=O)N1CCN(C)CC1
5) O=S(=O)(Nc1ccc2c(c1)nc1n2CCN(Cc2ccccc2)C1)c1ccc(Cl)cc1
6) CCC(C(=O)Nc1cccnc1Cl)c1ccccc1 (centres undefined)
7) NC(=O)Cn1cc(C(=O)COc2ccccc2)c2ccccc21
8) CCCCc1ccc(N/C(N)=N/c2nc(C)cc(C)n2)cc1
9) COc1ccc(OC)c(S(=O)(=O)Nc2cc3c(cc2N2CCCC2)n(C)c(=O)c(=O)n3C)c1
10) C[C@@]12C(=O)Nc3ccc(F)cc3C(=O)N1[C@H]1c3cc(Br)ccc3OC[C@@H]1[C@@H]2c1ccccc1
screen / no.	1	2	3	4	5	6	7	8	9	10
TRHR ag	0.3	-0.2	0.3	-0.6	0.3	-0.1	0.7	23	-0.5	/
D2 antagonist	11	-6	-35	/	-3	12	0	43*	1	/
USP1 inh	-3%	-13%	-11%	-7%	-22%	7%	/	-2%	-21%	-17%
D2 agonist	0.5	-0.4	1.0	/	0.5	0.0	1.2	56*	0.0	/
IDH1 R132H inh	6%	6%	8%	-11%	-7%	-3%	/	10%	4%	?
TrxR1 substrate	1%[57.1 µM]	11%	0%	10%[2.29 µM]	4%	-5%	/	3%[57.1 µM]	-5%	5%[57.1 µM]
rTrxR1 inhibitor	15%[57.1 µM]	32%[activator]	19%	0%	-22%	15%	/	6%[57.1 µM]	-31%	23%[57.1 µM]
TRHR enhancer	-1	10	-3	4	-1	-1	24	-3	4	/
Pin1 inh	16%	-1%	3%	1%	34%[activator]	-2%	/	-6%	-7%	21%

11) CC(=O)NCCN1C(=O)C2C3c4ccccc4C(c4ccccc43)C2C1=O (centres undefined)
12) O=C(CNS(=O)(=O)c1ccc(Br)s1)NCc1ccc(F)cc1
13) Cc1csc(NC(=O)c2cc3c(s2)CCCCC3)n1
14) Nc1nc(-c2ccc(Oc3ccccc3)cc2)cs1
15) Cc1ncc([N+](=O)[O-])n1CCN1C(=O)c2ccccc2C1=O
16) NC(=O)c1nn(-c2ccccc2)nc1NC(=O)CSc1nnnn1-c1ccc(Cl)cc1
17) CCOC(=O)c1[nH]c2ccc(OC)cc2c1NC(=O)CCN1CCCC(C)C1 (centres undefined)
18) O=C(O)/C=C/c1cnn(-c2ccccc2)c1
19) CSc1ccc(OC2CCN(Cc3ccccc3)CC2)cc1
20) O=C(CSc1nnc(-c2ccccc2F)o1)NC1CCCCC1
screen / no.	11	12	13	14	15	16	17	18	19	20
TRHR ag	-0.3	0.0	-0.4	-1.0	-0.4	-0.2	-0.2	0.4	0.5	-0.1
D2 antagonist	4	13	-7	4	-1	6	-2	14	31*	-3
USP1 inh	?	-10%	-1%	-23%	-12%	-11%	-12%	-7%	0%	?
D2 agonist	-0.7	-2.8	-1.8	0.6	0.8	-1.5	-0.2	0.9	0.5	-0.3
IDH1 R132H inh	4%	9%	16%	9%	4%	10%	2%	-4%	7%	9%
TrxR1 substrate	3%	5%[0.457 µM]	1%[57.1 µM]	1%	7%[57.1 µM]	14%[57.1 µM]	25%[57.1 µM]	5%	-7%	5%
rTrxR1 inhibitor	12%	13%	2%[57.1 µM]	20%	-60%	18%[57.1 µM]	-4%[57.1 µM]	14%[57.1 µM]	-3%	15%
TRHR enhancer	-1	-9	-1	-7	4	-2	-2	4	16	-7
Pin1 inh	-5%	4%	4%	?	1%	20%	-3%	-8%	6%	4%

21) COc1ccc(N(C)C(=O)C2CCN(S(=O)(=O)c3cccc4nonc34)CC2)c(OC)c1
22) CC(=O)Nc1cc(OC(C)=O)c2nonc2c1OC(C)=O
23) O=C(CSc1ncc(-c2ccccc2)[nH]1)Nc1ccc(F)cc1F
24) CC12CCC(=O)N1C(C(=O)Nc1nc3ccc(S(C)(=O)=O)cc3s1)CS2 (centres undefined)
25) O=C(CN1C(=O)C2CCCN2c2ncc(Cl)cc21)NCc1ccc2c(c1)OCO2 (centres undefined)
26) O=C(c1cc(-c2cccc(Cl)c2)nc2ccccc12)N1CCN(c2ccccn2)CC1
27) O=C(NNS(=O)(=O)c1ccccc1)c1cccc(F)c1
28) CC(=O)NC1=NN(C(C)=O)C2(S1)C(=O)N(C(C)=O)c1ccc(C)cc12 (centres undefined)
29) O=C(Oc1ccc(-c2nnco2)cc1)c1ccc(F)c(S(=O)(=O)N2CCOCC2)c1
30) C=CCn1c(Cc2cccs2)nnc1SCC(=O)NC1CC1
screen / no.	21	22	23	24	25	26	27	28	29	30
TRHR ag	0.1	-2.1	-0.8	0.4	-0.6	0.2	0.1	0.2	-0.2	-0.1
D2 antagonist	5	-4	/	1	-1	-3	-8	12	-6	-6
USP1 inh	-14%	4µM*	-6%	-24%	-15%	-10%	-24%	-3%	-1%	-24%
D2 agonist	1.1	-1.0	/	-0.3	0.5	-2.1	0.0	0.4	1.6	0.0
IDH1 R132H inh	-1%	11%	0%	14%	0%	-4%	-5%	2%	2%	-8%
TrxR1 substrate	-2%[57.1 µM]	?	-6%	6%	13%[57.1 µM]	-8%	-1%	-6%	5%	0%
rTrxR1 inhibitor	1%[57.1 µM]	131%[activator][57.1 µM]	-9%	14%	13%[57.1 µM]	1%	13%	13%[57.1 µM]	14%	10%
TRHR enhancer	-10	0	-3	-2	2	-13	-5	-3	-5	4
Pin1 inh	2%	?	-4%	-1%	23%	11%	0%	-2%	0%	-3%

31) Cc1ccc(NCCC(=O)c2cccs2)cc1
32) Cc1ccc(-c2nnn(CC(=O)N(CCO)C(C(=O)NC3CCCCC3)c3ccncc3)n2)o1 (centres undefined)
33) COc1cccc(NC(=O)Nc2ccc3c(c2)nnn3C)c1
34) Cc1cccc(C)c1NC(=O)C1CSC2(C)CCC(=O)N12 (centres undefined)
35) Cc1cccc(C)c1NC(=O)CCCSc1nnc(-c2ccco2)o1
36) Cc1ccc(CNC(=O)C2CC(c3ccccc3F)=NO2)cc1 (centres undefined)
37) Cc1ccc(OCC(=O)N2N=C(c3ccncc3)CC2(O)C(F)(F)F)cc1C (centres undefined)
38) CCc1ccccc1NC(=O)CNC(=O)c1cc(C2CC2)nn1-c1ccccc1
39) NS(=O)(=O)c1ccc(CCNC(=O)c2cc([N+](=O)[O-])ccc2N2CCCCC2)cc1
40) COc1ccc(CCNC(=O)COC(=O)/C=C/c2cccc(F)c2)cc1
screen / no.	31	32	33	34	35	36	37	38	39	40
TRHR ag	-0.1	1.1	-0.4	0.2	-0.2	-0.8	-0.1	-0.8	0.4	/
D2 antagonist	13	-11	7	0	-18	14	16	14	-16	/
USP1 inh	-9%	-11%	-14%	0%	5%	-12%	-20%	-22%	-25%	-18%
D2 agonist	-0.3	0.4	-0.6	-0.1	-2.5	0.2	1.3	9.7	-0.2	/
IDH1 R132H inh	4%	0%	7%	-1%	-1%	-19%	3%	4%	-7%	-1%
TrxR1 substrate	3%	5%	-2%[57.1 µM]	-6%	2%	6%[57.1 µM]	4%	1%	?	2%
rTrxR1 inhibitor	?	22%	7%[57.1 µM]	-4%	5%	14%[57.1 µM]	16%	11%	?	19%
TRHR enhancer	5	11	2	2	0	-2	2	-1	6	/
Pin1 inh	-6%	1%	25%	2%	?	3%	5%	-2%	3%	0%

41) O=C(Nc1ccc(C(F)(F)F)cc1)c1cnc(N2CCN(c3ccccn3)CC2)c2ccccc12
42) COc1ccc(NC(=O)CCS(=O)(=O)c2ccc3nc(C)sc3c2)cc1OC
43) Cc1ccccc1CSc1nc2ccccc2c(=O)n1C
44) C=CCC1(CC=C)CCCN1C(=O)c1cc(COc2cccc(OC)c2)on1
45) CCOc1ccc(CN(C)C(=O)c2ccc(=O)[nH]c2)cc1
46) O=S(=O)(c1ccc2c(c1)OCCO2)N1CCc2ccccc21
47) CCCC(=O)Nc1ccc(C(=O)O)cc1NC(=O)CCC
screen / no.	41	42	43	44	45	46	47
TRHR ag	0.3	-0.1	-0.8	0.8	-0.2	-0.8	0.5
D2 antagonist	0	13	13	-7	-6	-15	10
USP1 inh	-10%	-6%	-13%	-23%	4%	-17%	-7%
D2 agonist	0.1	-0.3	0.0	0.0	3.4	-1.2	-0.6
IDH1 R132H inh	2%	3%	-14%	4%	-8%	0%	2%
TrxR1 substrate	81%	14%[57.1 µM]	-2%	-7%	-10%	2%[57.1 µM]	6%[57.1 µM]
rTrxR1 inhibitor	50%[activator][57.1 µM]	10%[57.1 µM]	14%	26%	-7%	22%[57.1 µM]	7%[57.1 µM]
TRHR enhancer	-6	-5	6	-2	6	4	-6
Pin1 inh	-3%	2%	6%	1%	-7%	?	0%

# An excerpt; the hit share may differ from the screen's.
